Diaphorase act: activates diaphorase or chemically reduces, flagging diaphorase assay artifacts; activation factor at 20 µM; Diaphorase/resazurin coupled assay, resorufin fluorescence, 16 min; active compounds read high; 1 = vehicle wells, 0 = NADH-free wells; 0.005% of 190,000 active;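 active = diaphorase activity raised at least twofold by the compound at 20 µM; inactive = activation factor below 2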
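Material: purified diaphorase enzyme from Clostridium kluyveri; Also added: 0.114 mM NADH and 0.1 mM resazurin, final amounts; Doses: single compound dose of 20 µM, 1% DMSO final; Times: 16 min enzyme reaction, ambient temperature; Detection: resorufin fluorescence, excitation 544 nm, emission 590 nm; Measure: increased resorufin signal from activators or reducing compounds.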
PMI activator: phosphomannose isomerase (human) activation. purified human PMI, coupled resazurin fluorescence, 20 min; active compounds read high; 1 = vehicle control, 0 substrate-free wells. activation factor at 20 µM. 0.005% of 190,000 active. AID 1214;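 active = activation factor of 2 or more at 20 µM, relative to plate controls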
Target sequence (P34949 whole entry, looked up): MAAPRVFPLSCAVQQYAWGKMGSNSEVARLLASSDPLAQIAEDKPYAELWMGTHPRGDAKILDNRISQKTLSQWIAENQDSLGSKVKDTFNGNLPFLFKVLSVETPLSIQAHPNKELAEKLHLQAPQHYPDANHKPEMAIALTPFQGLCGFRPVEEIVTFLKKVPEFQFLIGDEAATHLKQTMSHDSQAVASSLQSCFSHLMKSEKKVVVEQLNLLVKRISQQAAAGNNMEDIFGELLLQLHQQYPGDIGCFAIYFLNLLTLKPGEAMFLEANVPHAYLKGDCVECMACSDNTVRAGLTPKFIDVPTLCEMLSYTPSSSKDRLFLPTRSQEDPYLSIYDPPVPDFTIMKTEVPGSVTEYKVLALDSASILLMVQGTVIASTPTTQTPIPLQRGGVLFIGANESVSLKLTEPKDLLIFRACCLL
FLuc stim CS: affects firefly luciferase, flagging false hits in luciferase stimulation screens; ATPlite luciferase biochemical, luminescence, 10 min; 0 = ATP-free wells, 1 = DMSO control; activation factor at 10 µM; 200,000 tested, under 10 active; AID 1027;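 active = luciferase activation factor, scaled between plate controls, of at least 2 with compound at 10 µM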
Target sequence (P08659 whole entry, looked up): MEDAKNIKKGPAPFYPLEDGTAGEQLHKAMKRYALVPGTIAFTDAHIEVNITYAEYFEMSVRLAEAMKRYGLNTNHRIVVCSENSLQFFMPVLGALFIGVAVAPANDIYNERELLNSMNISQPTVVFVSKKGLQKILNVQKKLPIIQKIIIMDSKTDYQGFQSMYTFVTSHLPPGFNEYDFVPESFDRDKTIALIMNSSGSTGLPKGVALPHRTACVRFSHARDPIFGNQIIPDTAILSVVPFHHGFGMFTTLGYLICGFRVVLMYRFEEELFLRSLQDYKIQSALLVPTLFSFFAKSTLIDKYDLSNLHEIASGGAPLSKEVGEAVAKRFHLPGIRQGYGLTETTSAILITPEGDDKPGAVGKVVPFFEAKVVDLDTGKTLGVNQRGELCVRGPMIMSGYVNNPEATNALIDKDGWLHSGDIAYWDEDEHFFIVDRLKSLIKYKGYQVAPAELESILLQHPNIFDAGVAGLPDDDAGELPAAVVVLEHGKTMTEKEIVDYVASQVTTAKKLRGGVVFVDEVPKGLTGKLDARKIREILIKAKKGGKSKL
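System: cell-free luciferase reagent; medium: PBS as buffer for the ATP substrate; doses: test compounds dosed from 2 mM stocks in 100% DMSO; incubation: 10 min, room temperature; measured by: luminescence from luciferase reaction; read-out: luciferase activation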
TNAP inh hiacc: inhibitors of human TNAP at high phosphate acceptor concentration. purified TNAP, CDP-star luminescence, 1 M DEA. inhibition, % at 20 µM. 0.03% of 200,000 active. P05186;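 active = over 50% inhibition of tissue-nonspecific alkaline phosphatase at 20 µM in the single-dose screen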;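 also: plate controls were DMSO wells for no effect and EDTA-quenched wells as full inhibition for full effect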
TNAP act hi DEA: increases human TNAP activity under high phosphate acceptor concentration; P05186; purified TNAP, CDP-star luminescence, 1 M DEA, 30 min; active compounds read high; 0 = EDTA background, 1 = DMSO-only activity; activation factor at 20 µM; 200,000 tested, under 10 active; AID 1136;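 active = activation factor at least 2 at 20 µM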
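Dosing: 20 µM single point. System: human TNAP. Amount: TNAP 1/800 final. Incubation: 30 min, room temperature. Read-out: TNAP activation factor scaled between EDTA and DMSO control wells. Signal: luminescence from CDP-star hydrolysis. Medium: 1 M DEA, pH 9.8, Mg2+, Zn2+. Control set: EDTA negative control, DMSO positive control.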
Diaphorase inh: counter-screen for diaphorase-based assays: diaphorase inhibitors and chemical oxidizers; 0.69% of 190,000 active; AID 1217; diaphorase resazurin-to-resorufin fluorescence, NADH, 16 min; bacterial (C. kluyveri) enzyme, not human; inhibition, % at 20 µM;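 active = primary screen inhibition at 20 µM above a set limit, cut at about 50% in these data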;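 also: plate controls were DMSO with full reaction for no effect and wells lacking NADH for full effect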
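material = Clostridium kluyveri diaphorase enzyme | amount = 0.14 U/mL diaphorase, enzyme working solution | schedule = incubation 16 min, room temperature | detection = fluorescence of resorufin formed from resazurin, Ex 544/Em 590 nm | benchmarks = positive control minus NADH, DMSO neutral control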
PMI act hi M6P: PMI (human) activation, high substrate | P34949 | coupled PMI enzyme assay, resazurin fluorescence, 20 min; active compounds read high; 1 = untreated enzyme, 0 = substrate-free blank | activation factor at 20 µM | 0.34% of 190,000 active;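 active = activation factor of 2 or more at 20 µM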
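Technique: Diaphorase-driven resazurin-to-resorufin fluorescence, excitation 544, emission 590 nm | Assay system: Human PMI in coupled enzyme assay | Times: Enzyme reaction with compound 20 min at room temperature | Medium: HEPES-buffered pH 7.4 with magnesium and detergent | Reagent: Mannose-6-phosphate 1.0 mM (near-saturating) plus 0.22 mM NADP+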
G6PDH CS: counter-screen for G6PDH assay hits: L. mesenteroides G6PDH inhibition; 0.12% of 200,000 active; inhibition, % at 5 µM; Purified L. mesenteroides G6PDH, diaphorase/resazurin coupled fluorescence, 45 min; in the data active = inhibition above about 50%
HMGR II inh: E. faecalis class II HMG-CoA reductase inhibition; purified E. faecalis HMGR, NADPH absorbance 340 nm kinetic; inhibition, % at 10 µM; 0.41% of 190,000 active; AID 1066;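 active = inhibition above a set limit, the median over all tested compounds plus 3 SD, cut at about 9.5% in these data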;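 also: enzyme runs in reverse so mevalonate oxidation gives rising NADPH absorbance; 0% = complete reaction with DMSO and 100% = background rate lacking mevalonate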
TNAP inh noacc: TNAP (human) inhibition, acceptor-free conditions. purified TNAP, CDP-star luminescence, 30 min. 0.26% of 200,000 active. AID 1012. inhibition, % at 20 µM. P05186;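 active = tissue-nonspecific alkaline phosphatase inhibition above about 50% at 20 µM in the single-dose screen, limit read from the data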;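 also: 0% = DMSO negative control and 100% = EDTA positive control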
An asterisk follows results filed as active.

#1 CCC(=O)N1CCCc2cc(S(=O)(=O)N3CCC(N4CCCCC4)CC3)ccc21
#2 CCCCCC(=O)Nc1cccc(-c2nc3ncccc3o2)c1
#3 COc1cccc(CN2CCNC(=O)C2CC(=O)N(C)Cc2cnccn2)c1OC (stereo unspecified)
#4 N#Cc1cnc(N)c(Br)c1
#5 Cc1ccc(OCC(=O)O/N=C(\N)Cc2ccc(Cl)cc2)cc1
#6 CC1CCCCC1NC(=O)c1ccc(S(=O)(=O)NCC2CCCO2)cc1 (stereo unspecified)
Assay by compound,1,2,3,4,5,6
Diaphorase act,1,0.8,0.9,1,0.8,0.9
PMI activator,1,0.9,0.9,1.1,0.9,1
FLuc stim CS,1,1,1,1,1.1,1
TNAP inh hiacc,-4,-3,-9,-6,-7,-2
TNAP act hi DEA,1,1,1.1,1.1,1.1,1
Diaphorase inh,4,20,14,3,20,5
PMI act hi M6P,1,0.8,1,0.9,0.9,0.9
G6PDH CS,0,4,10,12,6,9
HMGR II inh,1,1,-1,-3,-1,-5
TNAP inh noacc,-12,-1,-16,-16,-19,-4

#7 CCOc1nc(C)ccc1-c1noc(-c2ccncc2)n1
#8 CC(=O)Nc1ccc(/C(C)=N/NC(=O)c2ccncc2)cc1
#9 CSc1cccc(NC(=S)N(CCCN2CCCC2)Cc2cccs2)c1
#10 CCOC(=O)N1CCC(NC(=O)c2cnn3ccccc23)CC1
#11 COc1cc(CNCCc2c[nH]c3ccccc23)ccc1OCc1ccc(F)cc1
#12 CCOC(=O)C1(Cc2ccc(OC)cc2)CCN(C(=O)Cn2cnnn2)CC1
Assay by compound,7,8,9,10,11,12
Diaphorase act,1,1,1,0.9,1.2,0.9
PMI activator,1,1.1,1,0.9,1,0.9
FLuc stim CS,1,1,1,1.1,1.1,1
TNAP inh hiacc,-2,2,-6,-2,-4,-7
TNAP act hi DEA,1,1,1.1,1,1,1.1
Diaphorase inh,0,2,1,11,-18,11
PMI act hi M6P,1.1,1.1,1.1,0.9,1.1,1
G6PDH CS,0,4,4,-17,2,1
HMGR II inh,-5,3,0,1,-6,-1
TNAP inh noacc,-5,-2,-14,-10,-10,-5

#13 O=C(NC1CCCc2ccccc21)c1n[nH]c(=O)c2ccccc12 (stereo unspecified)
#14 CN(Cc1ccccc1)C(=O)Nc1ccccc1
#15 Cc1ccc(N/C(SCc2ccccc2C)=C(/C#N)C(=O)NCc2ccco2)cc1C
#16 N#Cc1ccccc1NC(=O)C1SC(=Nc2ccccc2)C(C(=O)Nc2ccc(Cl)cc2)=C1N (stereo unspecified)
#17 COc1ccccc1NS(=O)(=O)c1ccc(NC(=O)Cc2cccs2)cc1
#18 CCOC(=O)C(C)Sc1nnc(CSc2nc3nc(C)cc(C)n3n2)o1 (stereo unspecified)
Assay by compound,13,14,15,16,17,18
Diaphorase act,1,0.9,0.8,0.9,0.8,1
PMI activator,1,0.9,0.9,1.8,0.9,1.1
FLuc stim CS,1,1,1.1,1.1,1.1,1.1
TNAP inh hiacc,-6,0,-4,-3,-2,-4
TNAP act hi DEA,1.1,1,1,1,1,1
Diaphorase inh,5,8,16,8,17,4
PMI act hi M6P,1,0.9,0.9,2.3*,1,1.1
G6PDH CS,4,5,0,3,7,-2
HMGR II inh,-1,-7,2,-1,-2,2
TNAP inh noacc,-11,-7,-12,-9,0,-10

#19 CCOC(=O)C1CCN(C(=O)c2oc3ccc(S(=O)(=O)N4CCCCCC4)cc3c2C)CC1
#20 COC(=O)c1ccc(N2CN=C(c3ccc(C)cc3)NC2=S)cc1
#21 COc1ccc(Br)cc1CNc1ccc2[nH]c(=O)[nH]c2c1
#22 CC(=O)Nc1cccc(-c2csc(Nc3ccc(Cl)cn3)n2)c1
#23 COc1cccc2c(=O)n(CC(=O)Nc3ccccc3F)ccc12
#24 Cc1ccc(C(=O)N2CCCC2)cc1S(=O)(=O)Nc1cccc(C)c1C
Assay by compound,19,20,21,22,23,24
Diaphorase act,0.8,0.9,0.6,0.8,1,0.9
PMI activator,0.8,1,0.8,0.9,1,1
FLuc stim CS,1,1.1,1,0.8,1,1.1
TNAP inh hiacc,-2,-1,-4,0,-7,-5
TNAP act hi DEA,1,1,1,1,1.1,1.1
Diaphorase inh,17,15,44,24,-4,10
PMI act hi M6P,0.9,1,0.7,0.9,0.9,1
G6PDH CS,5,7,-3,11,24,-4
HMGR II inh,-3,-6,-7,-5,-6,-2
TNAP inh noacc,-4,4,-8,0,0,-8

#25 CCCN(C(=O)c1ccco1)c1nnc(-c2cccc(C)c2)s1
#26 COc1ccccc1/C=N/NC(=O)c1ccc(Br)cc1
#27 c1ccc(Oc2nc3ccccc3n3cccc23)cc1
#28 Cc1cccc(N2CCN(C(c3ccncc3)c3nnnn3C(C)(C)C)CC2)c1C (stereo unspecified)
#29 CCN(CC)c1ccc(/C=N/NC(=S)NCc2ccco2)cc1
#30 CC(C)(C)c1cc(NC(=O)c2cc(F)c(F)c(F)c2F)no1
Assay by compound,25,26,27,28,29,30
Diaphorase act,0.9,0.8,0.8,0.9,0.8,0.8
PMI activator,0.9,1,0.8,1,1,0.9
FLuc stim CS,1,0.6,1.1,1.1,1.1,1
TNAP inh hiacc,-5,-1,-2,-6,-1,-5
TNAP act hi DEA,1.1,1,1,1.1,1,1.1
Diaphorase inh,8,17,19,11,19,16
PMI act hi M6P,1,1,0.8,1,1,0.9
G6PDH CS,7,6,13,-2,-6,-2
HMGR II inh,-4,0,-1,-1,-2,-6
TNAP inh noacc,-6,-7,-8,-17,-12,-11

#31 COc1ccccc1C(=O)OCCN1CCOCC1
#32 COc1ccc(NC(=O)Cn2nnc(-c3ccccc3F)n2)cc1
#33 O=C(Nc1nnc(-c2ccco2)o1)c1ccc2ccccc2c1
#34 C/C(=N\OC(=O)c1ccc(Cl)cc1)c1nccs1
#35 CCc1nnc(NC(=O)CSc2nnc(-c3ccccc3OC)n2-c2ccccc2)s1
#36 Cc1ccc(S(=O)(=O)Nc2ccccc2/C=N/c2nc3ccccc3n2C(C)C)cc1
Assay by compound,31,32,33,34,35,36
Diaphorase act,1,0.9,0.8,1,0.9,0.9
PMI activator,1.2,0.9,1.2,1,1,0.9
FLuc stim CS,1.1,1,0.9,0.3,1.1,1.1
TNAP inh hiacc,-5,0,-7,-3,-6,-1
TNAP act hi DEA,1,1,1.1,1,1.1,1
Diaphorase inh,2,11,16,4,9,12
PMI act hi M6P,1.2,0.9,1.2,1,0.9,0.9
G6PDH CS,14,8,12,0,2,7
HMGR II inh,0,4,1,-4,0,-8
TNAP inh noacc,20,-5,-74,-9,-11,0

#37 COc1ccc(S(=O)(=O)N(CCc2ccccc2)CC(=O)O)cc1
#38 Cn1nc(-c2ccccc2)c(-c2nc(-c3ccccc3Cl)no2)c1Cl
#39 COc1ccc(C2(CNC(=O)c3ccc(OC)c([N+](=O)[O-])c3)CCOCC2)cc1OC
#40 O=C(COC(=O)c1ccc2[nH]c3c(c2c1)CCCC3)Nc1ccc(Cl)cc1Cl
#41 CCOC(=O)C1(Cc2ccc(Cl)cc2)CCN(C(=O)CCc2ccncc2)CC1
#42 CCN=C1NN=C(c2cc(C)n(CCc3ccccc3)c2C)CS1
Assay by compound,37,38,39,40,41,42
Diaphorase act,0.8,0.7,0.9,1,0.9,0.9
PMI activator,0.8,0.9,1.1,0.9,0.9,1.6
FLuc stim CS,1,1.1,1.1,1,1,1
TNAP inh hiacc,-1,-5,-8,2,-5,-1
TNAP act hi DEA,1,1.1,1.1,1,1.1,1
Diaphorase inh,19,25,14,4,6,13
PMI act hi M6P,0.9,0.9,1,1,0.9,2.2*
G6PDH CS,5,2,3,-1,14,5
HMGR II inh,1,-5,1,-5,-2,3
TNAP inh noacc,3,-15,5,-8,-3,-16

Entries of single compounds, looked up by structure.
Entry for COc1ccc(C2(CNC(=O)c3ccc(OC)c([N+](=O)[O-])c3)CCOCC2)cc1OC → Diaphorase act = 0.9; PMI activator = 1.1; FLuc stim CS = 1.1; TNAP inh hiacc = -8; TNAP act hi DEA = 1.1; Diaphorase inh = 14; PMI act hi M6P = 1; G6PDH CS = 3; HMGR II inh = 1; TNAP inh noacc = 5
Entry for CCN=C1NN=C(c2cc(C)n(CCc3ccccc3)c2C)CS1 → Diaphorase act = 0.9; PMI activator = 1.6; FLuc stim CS = 1; TNAP inh hiacc = -1; TNAP act hi DEA = 1; Diaphorase inh = 13; PMI act hi M6P = 2.2*; G6PDH CS = 5; HMGR II inh = 3; TNAP inh noacc = -16

(further entries)
#43 CN(C)S(=O)(=O)c1cccc(NC(=O)CSc2nc3ccccc3[nH]2)c1
#44 CCOCCCn1c(=O)c(NC(=O)c2ccc(OCC)cc2)c2n(c1=S)CCCCC2
#45 O=C(CCNS(=O)(=O)c1cccs1)NCc1ccccc1
#46 CCOC(=O)N1CCN(C(=O)c2cn(C)c(=O)c3c2c2ccccc2n3C)CC1
#47 O=C1CC(c2cccc(Cl)c2)C(n2cncn2)C(=O)C1C1NCCc2ccccc21 (stereo unspecified)
Assay by compound,43,44,45,46,47
Diaphorase act,0.9,0.9,1,0.9,0.9
PMI activator,1,1,1,1,1.1
FLuc stim CS,1,1.1,1,1.1,1
TNAP inh hiacc,-6,-6,-3,-1,-13
TNAP act hi DEA,1.1,1.1,1,1,1.1
Diaphorase inh,9,10,-4,8,8
PMI act hi M6P,1,1,1.1,1.1,1.1
G6PDH CS,2,-3,3,-7,-2
HMGR II inh,0,-2,0,-2,-4
TNAP inh noacc,-27,-18,-9,-15,-17
